Bioassay records as filed in PubChem.
Apaf1 inhib: human Apaf-1 inhibition; AID 489030; O14727; inhibition, % at 20 µM; hit rate 0.71% among 330,000; reconstituted apoptosome caspase-3 activity, DEVD-Rh110 fluorescence; active = inhibition of at least 40% at 20 µM;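 note: plate controls were DMSO wells for no effect and DEVD-CHO caspase inhibitor wells for full effect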
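Material: reconstituted apoptosome with Apaf-1, cytochrome c, caspase-9, procaspase-3, dATP / Buffer or medium: pH 7.5 Hepes buffer with CHAPS, BSA, DTT / Also added: cytochrome c with DEVD-Rh110 / Schedule: compound with Apaf-1, dATP, procaspase-3 30 min, then 50 min reaction, room temperature / Technique: rhodamine 110 fluorescence at Ex 480/Em 540 nm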
SENP8 block: SENP8 protease inhibition; inhibition, % at 10 µM; hit rate 1.2% among 330,000; purified SENP8, Z-RLRGG-aminoluciferin cleavage, luminescence
EBI2 block: blocks human EBI2 receptor beta-arrestin signaling | hit rate 0.81% among 360,000 | inhibition, % at 5 µM | EBI2 beta-arrestin recruitment, luminescence, 7a,25-OHC stimulated; in the data active = inhibition above about 38%;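 note: enzyme fragment complementation signal reports receptor beta-arrestin coupling in cells; 0% = agonist plus DMSO wells and 100% = wells without agonist; some results beyond the cut were filed as inactive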
Target sequence (P32249 whole entry, looked up, the tested form may be a part): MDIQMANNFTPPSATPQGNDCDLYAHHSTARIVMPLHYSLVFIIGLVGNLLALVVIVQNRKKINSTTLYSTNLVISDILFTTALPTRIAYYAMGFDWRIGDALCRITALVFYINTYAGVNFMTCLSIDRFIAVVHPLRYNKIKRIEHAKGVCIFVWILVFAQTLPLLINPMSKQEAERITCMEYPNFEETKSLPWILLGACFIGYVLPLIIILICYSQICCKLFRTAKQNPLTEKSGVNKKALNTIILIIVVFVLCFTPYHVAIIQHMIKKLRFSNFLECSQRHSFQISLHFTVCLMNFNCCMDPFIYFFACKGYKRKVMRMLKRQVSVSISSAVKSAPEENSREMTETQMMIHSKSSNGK
697 NFkB inh: inhibitors of the PMA/ionomycin-induced NF-kB reporter in 697 B cells; 697 B-cell NF-kB luciferase reporter, 16 h; AID 435022; inhibition, % at 4 µM; hit rate 0.33% among 330,000; in the data active = inhibition above about 35%
CCR6 antagonist: CCR6 (human) receptor antagonism; CHO-K1 CCR6 PathHunter beta-arrestin, luminescence, CCL20-stimulated; inhibition, % at 20 µM; hit rate 0.49% among 340,000; AID 493098;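 active = compounds whose inhibition of the agonist-driven luminescence signal at 20 µM reaches about 50%, limit read from the data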;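 note: cells stimulated with CCL20 at 14 nM final; plate controls were DMSO with CCL20 for no effect and DMSO without agonist for full effect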
Target sequence (P51684 whole entry, looked up): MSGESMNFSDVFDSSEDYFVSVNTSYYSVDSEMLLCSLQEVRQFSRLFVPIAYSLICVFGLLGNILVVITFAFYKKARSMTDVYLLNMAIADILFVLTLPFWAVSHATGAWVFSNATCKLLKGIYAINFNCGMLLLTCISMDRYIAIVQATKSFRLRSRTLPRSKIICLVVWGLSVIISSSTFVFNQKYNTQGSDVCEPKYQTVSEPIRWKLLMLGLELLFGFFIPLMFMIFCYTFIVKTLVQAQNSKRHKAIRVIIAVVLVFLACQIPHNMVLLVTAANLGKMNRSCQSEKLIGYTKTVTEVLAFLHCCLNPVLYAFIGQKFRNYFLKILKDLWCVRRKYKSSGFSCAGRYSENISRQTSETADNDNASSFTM
UBC13 polyUb: human UBC13 polyubiquitination inhibition; hit rate 0.47% among 330,000; inhibition, % at 20 µM; UBC13 polyubiquitin chain formation, TR-FRET; AID 485273; in the data active = inhibition above about 45%, passing the limit was not always enough
Target sequence (P61088 whole entry, looked up): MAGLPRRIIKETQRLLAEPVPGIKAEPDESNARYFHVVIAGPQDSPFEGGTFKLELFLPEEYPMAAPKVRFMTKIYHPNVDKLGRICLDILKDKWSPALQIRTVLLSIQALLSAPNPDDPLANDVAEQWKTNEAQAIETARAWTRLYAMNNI
Jurkat NFkB inh: lowers PMA/ionomycin-induced NF-kB signal in Jurkat cells; AID 435003; PMA/ionomycin-induced NF-kB luciferase reporter, luminescence; hit rate 0.53% among 330,000; inhibition, % at 4 µM
Gli-Sufu antag: blocks Gli-Sufu signaling in a luciferase reporter; Sufu-KO-LIGHT fibroblasts, Gli luciferase reporter luminescence; inhibition, % at 5 µM; hit rate 0.74% among 340,000;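 active = inhibition above about 55%, limit read from the data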;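 note: 0% = DMSO-treated cells and 100% = wells with medium but no cells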
Active calls of the source: *. Cut-off read from the data, not from the text of the source, unless noted: active = inhibition above about 50%; inactive = the rest.

The opening 2 records, ahead of the listing:
#	Molecule	Apaf1 inhib	SENP8 block	EBI2 block	697 NFkB inh	CCR6 antagonist	UBC13 polyUb	Jurkat NFkB inh	Gli-Sufu antag
1	O=C(CCCNS(=O)(=O)c1ccc(F)cc1)Nc1ccc(F)cc1	6	-4	6	11	1	2	-1	-13
2	CCOc1ccc(-c2cc3cc(OC)c(OC)cc3c(C)n2)cc1	4	7	16	1	-6	11	8	23

This part in full, from the first entry:
#	Molecule	Apaf1 inhib	SENP8 block	EBI2 block	697 NFkB inh	CCR6 antagonist	UBC13 polyUb	Jurkat NFkB inh	Gli-Sufu antag
1	O=C(CCCNS(=O)(=O)c1ccc(F)cc1)Nc1ccc(F)cc1	6	-4	6	11	1	2	-1	-13
2	CCOc1ccc(-c2cc3cc(OC)c(OC)cc3c(C)n2)cc1	4	7	16	1	-6	11	8	23
3	O=C(Nc1cccc(NC(=O)c2ccccc2Cl)c1)c1ccco1	0	-10	-6	13	-4	-12	4	5
4	Cc1ccsc1-c1nc(-c2ccccc2)c(-c2ccccc2)[nH]1	10	-4	10	-12	3	4	6	10
5	Cc1ccsc1C1CC(=O)Nc2ccccc2S1 (stereo not given)	-14	-4	0	-4	-5	2	11	-3
6	COc1ccc(S(=O)(=O)N2CCSC2c2ccc(N)cc2)cc1 (stereo not given)	-4	-1	12	2	14	5	-4	1
7	O=C(c1ccc(CNS(=O)(=O)c2ccccc2)cc1)N1CCN(Cc2ccccc2)CC1	2	4	-4	-21	-3	-2	17	7
8	O=c1oc2ccccc2c(NCc2ccccc2)c1[N+](=O)[O-]	12	2	-7	10	3	-7	1	13

Remaining list, next part.
#	Molecule	Apaf1 inhib	SENP8 block	EBI2 block	697 NFkB inh	CCR6 antagonist	UBC13 polyUb	Jurkat NFkB inh	Gli-Sufu antag
9	N/C(=N\OC(=O)C1CC1)c1ccc([N+](=O)[O-])s1	-11	7	-2	21	-11	-1	21	5
10	CN(CC(=O)Nc1ccccc1Br)C(=O)c1cc2c(s1)CCCCC2	16	-5	-6	-63	8	2	-60	-43
11	O=C(COC(=O)Cc1ccsc1)NNC(=O)c1ccccc1	2	-4	-4	-16	-13	0	-6	-6
12	O=C(Cn1ccc(NC(=O)OCc2ccccc2)nc1=O)NCCCc1ccccc1	5	4	-7	-24	-2	-9	-10	-15
13	COc1ccc(CCNC(=O)CCc2ccccc2O)cc1OC	5	-2	-13	-35	4	-7	-2	11
14	Cc1ccc(NC(=O)CS(=O)CC(=O)Nc2ccc3c(c2)OCO3)cc1Cl (stereo not given)	22	-5	-3	-30	7	-10	-38	3
15	CC(=O)c1ccc(NC(=O)CSc2nnc(Cc3cccn3C)n2-c2ccc(F)cc2)cc1	0	4	-8	13	17	4	4	4
16	O=C(O)c1ccc(N/N=C/c2ccc(-c3cc(Cl)ccc3Cl)o2)cc1	15	53*	-4	-120	17	3	-29	-52

Additional structures
#	Molecule	Apaf1 inhib	SENP8 block	EBI2 block	697 NFkB inh	CCR6 antagonist	UBC13 polyUb	Jurkat NFkB inh	Gli-Sufu antag
17	Cc1nc(S(=O)(=O)c2ccc(Cl)cc2)nc2c1CCC2	1	-13	-12	17	-9	-5	-21	-11
18	C=CCCN(Cc1ccccc1)S(=O)(=O)c1ccccc1Br	7	-3	-8	4	18	8	12	0
19	CC(C)(C)c1ccc(S(=O)(=O)NCC(=O)N2CCN(Cc3ccccc3)CC2)cc1	28	-1	-1	-3	1	3	21	-15
20	O=S(=O)(NCC(c1ccco1)N1CCN(c2ccc(F)cc2)CC1)c1ccc2c(c1)OCCO2 (stereo not given)	3	-3	-3	-22	3	1	5	10
21	Nc1ccc(NC(=O)c2cccs2)c(Cl)c1	-1	-5	1	-19	6	-3	-24	-22
22	O=C(c1ccc(OC2CCN(CCc3ccccc3)CC2)cc1)N1CCC(CO)CC1	0	-4	0	12	16	4	-12	18
23	CC(=Nc1ccccc1O)c1sc2ccccc2c1O	-3	-3	2	-69	12	-16	-64	-27
24	Cc1c(Cl)cccc1NC(=O)c1cc(C2CC2)on1	5	-7	1	8	0	8	-48	-22

Continued:
#	Molecule	Apaf1 inhib	SENP8 block	EBI2 block	697 NFkB inh	CCR6 antagonist	UBC13 polyUb	Jurkat NFkB inh	Gli-Sufu antag
25	O=C(Cn1nnc(-c2cccc(C(F)(F)F)c2)n1)N1CCOCC1	-15	2	-17	5	5	9	8	3
26	O=c1c(Cl)c(NCc2ccco2)cnn1C12CC3CC(CC(C3)C1)C2	0	0	-2	11	2	13	-4	7
27	CCOC(=O)C(=NC1CCS(=O)(=O)C1)NNc1ccccc1Cl (stereo not given)	-17	-2	8	28	14	42	-14	0
28	CCN(CC)C(=O)c1ccc(-c2nnc(OC)c3ccccc23)cc1	-24	3	-4	0	0	-2	2	-11
29	O=c1[nH]c2c(cnn2-c2ccc(Cl)cc2)c(=O)n1-c1cccc(Cl)c1	-9	18	0	-40	-6	-4	13	7
30	CCN(CC)CCn1c(NCc2ccc(C)o2)nc2ccccc21	1	2	8	1	17	8	2	6
31	COc1ccc(CC2(CO)CCN(C(=O)NCc3ccccc3)CC2)cc1	5	-8	7	-11	12	0	-19	-10
32	COC(=O)c1c(-c2ccco2)csc1NC(=O)C1CC=CCC1C(=O)O (stereo not given)	-1	4	7	0	-5	-3	15	0

In the list so far, these have fluorine.
#	Molecule	Apaf1 inhib	SENP8 block	EBI2 block	697 NFkB inh	CCR6 antagonist	UBC13 polyUb	Jurkat NFkB inh	Gli-Sufu antag
1	O=C(CCCNS(=O)(=O)c1ccc(F)cc1)Nc1ccc(F)cc1	6	-4	6	11	1	2	-1	-13
15	CC(=O)c1ccc(NC(=O)CSc2nnc(Cc3cccn3C)n2-c2ccc(F)cc2)cc1	0	4	-8	13	17	4	4	4
20	O=S(=O)(NCC(c1ccco1)N1CCN(c2ccc(F)cc2)CC1)c1ccc2c(c1)OCCO2 (stereo not given)	3	-3	-3	-22	3	1	5	10
25	O=C(Cn1nnc(-c2cccc(C(F)(F)F)c2)n1)N1CCOCC1	-15	2	-17	5	5	9	8	3

Part of the list above, field by field:
31) COc1ccc(CC2(CO)CCN(C(=O)NCc3ccccc3)CC2)cc1
  Apaf1 inhib: 5
  SENP8 block: -8
  EBI2 block: 7
  697 NFkB inh: -11
  CCR6 antagonist: 12
  UBC13 polyUb: 0
  Jurkat NFkB inh: -19
  Gli-Sufu antag: -10

32) COC(=O)c1c(-c2ccco2)csc1NC(=O)C1CC=CCC1C(=O)O (stereo not given)
  Apaf1 inhib: -1
  SENP8 block: 4
  EBI2 block: 7
  697 NFkB inh: 0
  CCR6 antagonist: -5
  UBC13 polyUb: -3
  Jurkat NFkB inh: 15
  Gli-Sufu antag: 0

The results go on.
#	Molecule	Apaf1 inhib	SENP8 block	EBI2 block	697 NFkB inh	CCR6 antagonist	UBC13 polyUb	Jurkat NFkB inh	Gli-Sufu antag
33	O=c1c2cn(Cc3ccc(F)cc3)c3ccccc3c-2nn1Cc1ccc(F)cc1	13	-8	-5	-1	4	-13	-4	-18
34	CCN(CC)CCCn1c2c(c(SCC(=O)Nc3ccc(F)c(F)c3)nc1=O)CCC2	2	19	7	8	6	-3	-3	18
35	CCCc1nc(N)c(C#N)c(-c2ccco2)c1CC	-1	-2	6	-8	4	18	15	8
36	CCOC(=O)N/N=C/c1c(C)nn(-c2cccc(C(F)(F)F)c2)c1Cl	22	-3	-13	-44	10	2	51*	19
37	COc1ccc(C(=O)NCC(=O)NCC(=O)OCc2ccc(Cl)cc2)cc1	1	-5	-4	-5	-8	4	-16	-3
38	Cc1cc2[nH]c(=O)c(=O)[nH]c2cc1S(=O)(=O)NC1CCCCC1C (stereo not given)	0	-7	-10	4	8	5	1	-4
39	CCOc1ccc(OCCC(=O)Nc2cccc(S(=O)(=O)N3CCCC3)c2)cc1	21	-6	7	-1	7	-2	5	-3
40	O=C(CCN1C(=O)/C(=C/c2ccccc2F)SC1=S)NCCCn1ccnc1	11	-4	0	-46	-4	-11	2	9

(further entries)
#	Molecule	Apaf1 inhib	SENP8 block	EBI2 block	697 NFkB inh	CCR6 antagonist	UBC13 polyUb	Jurkat NFkB inh	Gli-Sufu antag
41	COc1ccc(N2CCN(C(=O)/C=C/c3ccco3)CC2)cc1	2	1	1	13	-2	-4	6	3
42	Cn1c(N)c(C(=O)CSc2nc3ccccc3c(=O)n2CCCN2CCOCC2)c(=O)n(C)c1=O	0	5	-12	13	11	4	4	6
43	COC(=O)C(NC(C)=O)(Nc1nc2ccc(C)cc2s1)C(F)(F)F (stereo not given)	-3	-11	5	1	14	-7	-5	-25
44	CN(C)CCNc1ccc(-c2nn(C)c(=O)c3ccccc23)cc1[N+](=O)[O-]	-10	-6	-1	11	32	-51	30	12
45	Cc1nccn1CC(=O)N/N=C/c1c[nH]c2ccccc12	-10	-7	-3	5	6	4	30	-8
46	O=C(c1nn2c(C(F)(F)F)cc(-c3cccs3)nc2c1Cl)N1CCCc2ccccc21	18	-4	11	6	17	-1	3	6
47	Cn1c(=S)n(/N=C/c2ccc3c(c2)OCO3)c2ccccc21	19	-12	15	-36	5	-17	-5	-10
48	CCCCCC(/C=N/Nc1ccc(S(=O)(=O)N2CCOCC2)cc1[N+](=O)[O-])=C\c1ccccc1	-8	4	4	-8	4	-11	4	11

(more compounds)
#	Molecule	Apaf1 inhib	SENP8 block	EBI2 block	697 NFkB inh	CCR6 antagonist	UBC13 polyUb	Jurkat NFkB inh	Gli-Sufu antag
49	Cc1ccc(C(=O)N/C(=C\c2ccccc2)C(=O)OCc2ccccc2)cc1	-6	-4	10	-30	20	0	-7	-41
50	COCCN(C(=O)Cn1nnc2ccccc21)C(C(=O)NC1CCCC1)c1cc(OC)ccc1OC (stereo not given)	-1	-2	6	15	-1	-10	-11	-10
51	COc1cccc(OCC(=O)N(C)Cc2nc(-c3cccc(C)c3)no2)c1	21	-10	3	-3	16	6	-9	17
52	Brc1cccc(OCCCNC2CCCC2)c1	8	-6	-3	-7	5	-4	1	13
53	CCn1c(CNS(=O)(=O)c2ccc(Br)cc2)n[nH]c1=S	1	7	-2	4	13	-20	8	-11
54	CCCCNC(=O)c1ccc(-n2c(=S)[nH]c3ccccc3c2=O)cc1	-3	1	-6	21	4	44	-3	2
55	O=C(O)C1CCCN(S(=O)(=O)c2cccc3cccnc23)C1 (stereo not given)	-1	-4	-8	0	-14	-5	8	2
56	NS(=O)(=O)c1ccc(Nc2ccc3nonc3c2[N+](=O)[O-])cc1	-4	-5	-7	-7	5	-34	-17	24

3 compounds from above, limited to SENP8 block and Apaf1 inhib.
cpd	mol	SENP8 block	Apaf1 inhib
10	CN(CC(=O)Nc1ccccc1Br)C(=O)c1cc2c(s1)CCCCC2	-5	16
11	O=C(COC(=O)Cc1ccsc1)NNC(=O)c1ccccc1	-4	2
12	O=C(Cn1ccc(NC(=O)OCc2ccccc2)nc1=O)NCCCc1ccccc1	4	5

The list is partial. The share of hits here may be higher or lower than overall.
